Screening data (PubChem BioAssay)
IDE cell activ: boosts human insulin-degrading enzyme activity in HEK cells; P14735; FAbeta-B cleavage, fluorescence polarization; 0% vehicle, 100% cell-free pure enzyme wells; activation, % at 5.96 µM; 340,000 compounds, 0.073% hits; AID 493087;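 active = activation above the mean of all tested compounds plus 3 SD, set per screening campaign, cut at about 17% in these data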
M18AAP inhibitor: PfM18AAP enzyme inhibition; recombinant PfM18AAP, H-Glu-NHMec fluorogenic cleavage; inhibition, % at 7.35 µM; 290,000 compounds, 1.2% hits; AID 1822;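 active = inhibition above the campaign mean inhibition over all tested compounds plus 3 SD, cut at about 28% in these data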;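 note: 0% = plate median of test compound wells and 100% = 2 mM ZnCl2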
VIM-2 inh: blocks Pseudomonas aeruginosa VIM-2 metallo-beta-lactamase | inhibition, % at 5.6 µM | purified VIM-2, nitrocefin hydrolysis, epi-absorbance fluorescence | AID 1527 | 290,000 compounds, 0.89% hits;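 active = inhibition above the mean of all tested compounds plus 3 SD, cutoff set per screening run, cut at about 7.5% in these data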;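 note: red hydrolysis product quenches plate fluorescence so inhibitors raise well fluorescence; 0% = enzyme with DMSO and 100% = DMSO without enzyme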
GPR7 antag: blocks human GPR7 receptor signaling; 290,000 compounds, 1.1% hits; GPR7-expressing cells, fluorescence antagonist assay; AID 1861; inhibition, % at 4.4 µM; P48145; in the data active = inhibition above about 16%, passing the limit was not always enough;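 note: cells stimulated with the agonist NPW; 0% = agonist with vehicle and 100% = vehicle without agonist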
pCIP destab: p/CIP protein destabilization; Q05BA5; F442A p/CIP-EGFP cells, EGFP fluorescence, 16 h; decrease of EGFP signal, % at 10 µM; 290,000 compounds, 0.01% hits;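 active = EGFP signal decrease of at least 30% at 10 µM or well 3 SD below plate mean, unless failing retest; inactive = the rest, including hits failing retest or dose response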; note: some compounds called inactive have numbers as strong as hits; many of its hits are not listed in these tables
Target sequence (Q05BA5 1-1403): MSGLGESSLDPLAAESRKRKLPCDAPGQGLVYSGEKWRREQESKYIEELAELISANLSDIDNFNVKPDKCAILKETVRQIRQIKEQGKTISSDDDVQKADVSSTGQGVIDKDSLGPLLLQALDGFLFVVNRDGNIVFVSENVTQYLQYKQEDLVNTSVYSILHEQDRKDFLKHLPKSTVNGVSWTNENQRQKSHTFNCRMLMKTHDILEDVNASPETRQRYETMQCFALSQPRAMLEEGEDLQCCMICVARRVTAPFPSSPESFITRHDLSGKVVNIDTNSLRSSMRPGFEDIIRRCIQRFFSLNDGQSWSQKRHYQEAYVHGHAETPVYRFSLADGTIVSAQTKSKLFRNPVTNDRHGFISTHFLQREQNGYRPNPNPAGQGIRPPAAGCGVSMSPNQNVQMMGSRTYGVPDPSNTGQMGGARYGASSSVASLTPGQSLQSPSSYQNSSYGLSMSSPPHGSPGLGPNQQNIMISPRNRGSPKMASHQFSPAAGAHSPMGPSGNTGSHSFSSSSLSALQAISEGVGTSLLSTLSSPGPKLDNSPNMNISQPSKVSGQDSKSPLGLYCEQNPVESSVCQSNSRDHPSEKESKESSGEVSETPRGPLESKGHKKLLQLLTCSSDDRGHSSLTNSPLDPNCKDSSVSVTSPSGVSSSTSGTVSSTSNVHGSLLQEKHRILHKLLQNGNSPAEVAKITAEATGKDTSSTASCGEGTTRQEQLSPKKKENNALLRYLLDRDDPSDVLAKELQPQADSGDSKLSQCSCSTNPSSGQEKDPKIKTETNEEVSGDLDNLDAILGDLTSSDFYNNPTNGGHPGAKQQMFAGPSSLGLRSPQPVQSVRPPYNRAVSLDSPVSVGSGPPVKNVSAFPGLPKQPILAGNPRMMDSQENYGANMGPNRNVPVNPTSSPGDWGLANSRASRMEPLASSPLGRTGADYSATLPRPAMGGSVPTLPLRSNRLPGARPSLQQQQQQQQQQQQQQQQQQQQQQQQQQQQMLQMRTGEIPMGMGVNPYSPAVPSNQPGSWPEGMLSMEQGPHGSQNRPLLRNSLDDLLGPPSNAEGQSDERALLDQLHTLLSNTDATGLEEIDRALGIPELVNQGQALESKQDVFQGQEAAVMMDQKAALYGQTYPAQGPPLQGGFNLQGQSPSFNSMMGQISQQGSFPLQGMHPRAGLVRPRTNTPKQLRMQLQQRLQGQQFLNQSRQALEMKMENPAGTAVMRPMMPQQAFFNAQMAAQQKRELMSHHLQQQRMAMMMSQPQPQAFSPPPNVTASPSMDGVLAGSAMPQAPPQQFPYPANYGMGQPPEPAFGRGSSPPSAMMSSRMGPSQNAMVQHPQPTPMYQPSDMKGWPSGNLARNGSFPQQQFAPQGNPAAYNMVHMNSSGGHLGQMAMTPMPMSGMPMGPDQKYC
IMP-1 inhibitor: inhibitors of Pseudomonas aeruginosa IMP-1 metallo-beta-lactamase | purified IMP-1, nitrocefin hydrolysis, epi-absorbance fluorescence | AID 1556 | 290,000 compounds, 0.45% hits | inhibition, % at 5.6 µM;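 active = inhibition above the mean plus 3 SD of all compounds in the same screening run, cut at about 4.5% in these data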;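 note: 0% = IMP-1 with DMSO and 100% = DMSO wells lacking enzyme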
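Material – recombinant IMP-1 enzyme, purified · Amount – IMP-1 0.2 nM before substrate addition · Medium – HEPES buffer pH 7.1 with ZnSO4 and Brij 35 · Timing – 25 °C, 15 min preincubation, 25 min reaction · Measured by – plate fluorescence quenching by hydrolysis product, ex 480/em 530 nm · Read-out – percent enzyme inhibition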
IDE inh: inhibitors of human insulin-degrading enzyme in cells; P14735; 320,000 compounds, 0.41% hits; HEK cells, FAbetaB cleavage, fluorescence polarization; inhibition, % at 5.59 µM;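 active = percent inhibition above the average of all tested compounds plus 3 SD, set per screening campaign, cut at about 16% in these data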;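 note: IDE supplied by intact live HEK cells; FP after avidin binding of uncleaved biotin substrate so inhibition keeps polarization high; 0% = DMSO wells and 100% = 60 µM reference IDE inhibitor Ii1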
PHOSPHO1 inh: blocks human PHOSPHO1 phosphatase activity; Q8TCT1; recombinant PHOSPHO1, absorbance phosphatase assay; inhibition, % at 13.3 µM; 290,000 compounds, 1.1% hits; AID 1565; in the data active = inhibition above about 60%
NALP1 inh: inhibitors of NALP1 inflammasome in yeast | S. cerevisiae NALP1/ASC/caspase-1 growth, X-gal OD620, 72 h | inhibition, % at 10 µM | 280,000 compounds, 0.61% hits; in the data active = inhibition mostly above about 24%, no sharp cut-off; inactive = mostly below about 32%; note: some compounds called inactive have numbers as strong as hits
Active calls of the source: *; · = not tested or not shown.

NALP1 inh | VIM-2 inh | IDE cell activ | M18AAP inhibitor | mol | GPR7 antag | IMP-1 inhibitor | pCIP destab | IDE inh | PHOSPHO1 inh
3 | -2.0 | 6 | 3 | O=C(NNc1ccccc1F)C1CCC1 | -11 | -0.7 | 6 | -5 | -1
-9 | -5.3 | 3 | -1 | COC(=O)CSC1=NS(=O)(=O)c2ccccc21 | -13 | -2.9 | -11 | -1 | -4
· | -7.8 | · | 6 | CC(C)Sc1nnc2n(CCc3ccccc3)c(=O)c3c4c(sc3n12)COC(C)(C)C4 | -15 | -4.7 | · | -8 | ·
· | -4.8 | -1 | 15 | CC1(C)Cc2sc3c(=O)[nH]c(=S)[nH]c3c2CO1 | -11 | -3.2 | 0 | 1 | 27
-2 | -1.7 | 3 | 0 | CC1=CC=CN2C1=NC(=O)CC2(C)C(=O)N(CC(=O)NC1CCCC1)c1ccccc1C (stereo unspecified) | -3 | -1.0 | -3 | 2 | -8
2 | -0.7 | 6 | 6 | COc1ccc(S(=O)(=O)N2CCOCC2)cc1NC(=O)CCc1c[nH]c2ccccc12 | -13 | -2.8 | 0 | 2 | 8
18 | -3.6 | 4 | 1 | CC(C)(C)N(NC(=O)Nc1ccccc1)C(=O)c1ccccc1 | -6 | -2.0 | -1 | 3 | -1
22 | -3.4 | 7 | -5 | Cc1ccc2c(c1)N(CCCC(=O)NCCC1=CCCCC1)C(=O)CO2 | -8 | -3.8 | -3 | -4 | 18
-5 | -2.4 | -1 | -20 | Cc1ccc(-c2cc(C(=O)NCCN3CCOCC3)c3ccccc3n2)o1 | -9 | -0.1 | -6 | -2 | ·
2 | 0.1 | 0 | -9 | O=C(CN1CCN(c2cccc(Cl)c2)CC1)NCc1ccccc1 | -3 | 1.6 | -4 | 1 | 34
-2 | -1.8 | 6 | 0 | Cc1nnc2sc(-c3ccncc3)nn12 | 3 | -1.2 | 0 | 0 | 23
8 | -3.9 | -2 | -9 | Cc1csc(SCC(=O)Nc2nnc(C)s2)n1 | -1 | -4.3 | -12 | 6 | 23
· | -1.5 | 5 | -11 | CC(c1ccon1)N(C)Cc1cn(C)nc1-c1ccc2c(c1)OCCO2 (stereo unspecified) | -9 | -0.2 | 6 | 1 | 17
11 | -2.1 | 8 | 3 | CCOc1ccc(NC(=S)N(CCc2c(C)[nH]c3ccc(C)cc23)Cc2ccncc2)cc1 | -14 | -1.7 | -5 | 0 | -9
18 | -2.0 | 4 | 4 | Cc1cc2[nH]c(=O)c(=O)[nH]c2cc1S(=O)(=O)N1CCN(c2cccc(Cl)c2)CC1 | 0 | -0.6 | -3 | 0 | 44
14 | 1.2 | 2 | 5 | Cc1ccc(CNC(=O)CSc2nc3ccsc3c(=O)n2Cc2ccccn2)cc1 | 3 | 1.7 | 0 | -1 | 5
11 | 0.1 | -2 | 0 | Nc1ccc2nc(C3CCCCC3)[nH]c2c1 | -1 | -0.3 | -18 | 8 | 28
· | -2.8 | 5 | -7 | COCc1ccc(C(=O)Nc2ccc(C(=O)O)cc2)o1 | -13 | -2.0 | -3 | 7 | 19
23 | 11* | 0 | 3 | Cc1c2c(n3c(nc4ccccc43)c1C#N)N(CCN(C)C)CC2 | -1 | -3.8 | -17 | 0 | 32
2 | -3.7 | 1 | 6 | COCC(=O)Nc1ccc(-c2cn3cccnc3n2)cc1 | 0 | -1.9 | -11 | 0 | 1
20 | -2.1 | 3 | 1 | COC(=O)[C@H](C)NC(=O)Nc1cccc(Br)c1 | 3 | -1.7 | 1 | 3 | 20
2 | -1.5 | 0 | -10 | CCC(=O)N1CCc2cc(S(=O)(=O)NCCN3CCC(C)CC3)ccc21 | 1 | -3.5 | -5 | -2 | 7
12 | -1.4 | -3 | 3 | CC1=CC(=NOC(=O)c2cccc([N+](=O)[O-])c2)C=C(C)C1=O | -8 | -3.2 | -15 | 1 | -20
6 | 1.3 | -6 | -13 | CCCn1c(SCC(=O)NCc2cccs2)nc2c1c(=O)n(C)c(=O)n2C | -21 | -3.1 | -3 | -1 | 4

Continued; it opens with the two that closed the last part.
NALP1 inh | VIM-2 inh | IDE cell activ | M18AAP inhibitor | mol | GPR7 antag | IMP-1 inhibitor | pCIP destab | IDE inh | PHOSPHO1 inh
12 | -1.4 | -3 | 3 | CC1=CC(=NOC(=O)c2cccc([N+](=O)[O-])c2)C=C(C)C1=O | -8 | -3.2 | -15 | 1 | -20
6 | 1.3 | -6 | -13 | CCCn1c(SCC(=O)NCc2cccs2)nc2c1c(=O)n(C)c(=O)n2C | -21 | -3.1 | -3 | -1 | 4
-1 | -1.8 | 6 | -4 | COC(=O)c1sc2ncccc2c1OCc1ccc(Cl)cc1 | -13 | 1.7 | -4 | -6 | 6
-1 | -4.3 | 3 | 1 | CCc1ccc(N2CC(C(=O)N/N=C/c3cccc([N+](=O)[O-])c3)CC2=O)cc1 (stereo unspecified) | -4 | -0.3 | -8 | -5 | 22
2 | -2.3 | 3 | 18 | COc1ccc(NC(=O)c2cc([N+](=O)[O-])ccc2NC(=O)CNC2CCCCC2C)c(OC)c1 (stereo unspecified) | -8 | -2.9 | 12 | 3 | -2
28 | 0.4 | 0 | 3 | S=c1[nH]nc(-c2ccccn2)n1/N=C/c1cccc2ccccc12 | 4 | -6.0 | -3 | 3 | 78*
30 | -1.3 | 6 | 0 | CCS(=O)(=O)NC(C)C(c1cccs1)N1CCN(C)CC1 (stereo unspecified) | -12 | -2.8 | 17 | -1 | 11
14 | -2.1 | 1 | -2 | Cc1cc(C)cc(NC(=O)Nc2cnccn2)c1 | -8 | 0.8 | -12 | -5 | 42
7 | -6.2 | -1 | 16 | Cc1[nH]n(C(N)=S)c(=O)c1C(c1ccccc1)C(C#N)C#N (stereo unspecified) | -11 | -2.6 | -16 | -4 | -14
18 | 1.0 | -7 | 2 | Cc1sc2nc(C3CC3)nc(SCC(=O)NCc3ccco3)c2c1C | -6 | -0.8 | -4 | 3 | 25
· | -2.7 | 2 | -2 | Cc1nnsc1-c1onc(C)c1C(=O)Nc1cc(Cl)cc(Cl)c1 | 1 | -1.7 | 6 | 1 | 32
-6 | -4.7 | -1 | 15 | C=CCNC(=S)NNC(=O)CCC(O)CCCCC (stereo unspecified) | 2 | -3.1 | -7 | -1 | 31
0 | -2.4 | 1 | 3 | COC(=O)c1ccc(-c2nc3ccc(C)cc3o2)cc1 | -7 | -0.1 | -8 | 2 | 7
-1 | -0.9 | -6 | 2 | O=S(=O)(c1cnc[nH]1)N1CCCCCC1 | -3 | -1.3 | 10 | 0 | 16
6 | -2.4 | 6 | 8 | C=CCn1c(SCc2ccc(C#N)cc2)nnc1-c1ccc(C)cc1 | -1 | -1.7 | 4 | 4 | 17
6 | -0.8 | -1 | -5 | CCOC(=O)C1CCCN(C(=O)c2cnn3c(C(F)(F)F)cc(-c4ccccc4)nc23)C1 (stereo unspecified) | 25* | -4.2 | 3 | 0 | -23
5 | 0.8 | -2 | -9 | O=C(CCSc1ccc(Cl)cc1)c1ccco1 | 4 | -1.9 | -4 | 8 | 24
0 | -0.7 | 3 | -2 | COc1ccc(-n2c(=S)[nH]c3cc(C(=O)NC4CCCCC4)ccc3c2=O)c(OC)c1 | 0 | -1.5 | -16 | 3 | 28
15 | 0.2 | 0 | 6 | C/C(=N\Nc1nc2ccccc2[nH]1)c1ccccn1 | -1 | -1.6 | 8 | 3 | 10
20 | 2.3 | 3 | -8 | O=C(NCC1CCCCC1)c1ccco1 | -2 | 1.4 | -16 | 0 | -2
10 | -0.1 | -3 | -18 | Cn1c(C(=O)N2CCN(c3ccccc3)CC2)cc2cc(Cl)ccc21 | 4 | -1.1 | -10 | -3 | 29
32 | -1.2 | 1 | 11 | C=CCn1c(N)c(C(=O)NC2CCCCC2)sc1=S | -4 | -3.3 | -14 | 1 | 18
20 | -2.8 | 4 | -7 | COc1ccccc1/C=C/C(=O)OCC(=O)c1c(N)n(C)c(=O)n(C)c1=O | -3 | -0.3 | 0 | 2 | -2
7 | 0.7 | 1 | -4 | CC(C)NC(=O)CCCC(=O)NC(C)C | -10 | -4.3 | -13 | -1 | 10
0 | -7.8 | 2 | 7 | O=S(=O)(NCC1CCCO1)c1ccc(Cl)c(C(F)(F)F)c1 (stereo unspecified) | -20 | -4.4 | -20 | 3 | 11
-5 | -4.5 | -9 | -34 | Cc1[nH]c(=S)c(C#N)c(C)c1C(=O)Nc1ccccc1 | 1 | -3.3 | 0 | -3 | 95*
14 | -0.9 | -2 | 6 | O=C(O)CSc1c[nH]c2ccccc12 | -11 | -1.1 | -6 | 2 | 19
18 | -2.6 | 2 | 12 | Cc1c(Cl)cccc1-n1c(SCC(=O)N(C)Cc2ccccc2)nnc1-c1ccncc1 | 5 | -4.5 | -4 | 0 | 31
22 | 1.9 | 5 | -10 | COCCN(CCOC)c1nc(-c2ccccc2)nc2ccccc12 | -8 | 0.1 | 4 | · | 30
6 | 0.4 | 3 | -34 | CN(C)c1ccc(Nc2nc(N)c3ccccc3n2)cc1 | -12 | -16 | -1 | 0 | 15
8 | 0.6 | 3 | -8 | Cc1ccc(CNC(=O)CNC(=O)c2ccc(Br)o2)cc1 | -2 | -0.2 | -5 | -1 | 43
12 | -2.2 | 4 | -5 | C=CCNC(=O)CCCOc1ccc(C)cc1 | -2 | -3.5 | -6 | -4 | 7
-5 | -1.5 | 43* | 6 | CN(C)CCCN(C(=O)CCSc1ccccc1)c1nc2cc3c(cc2s1)OCO3 | -13 | -3.5 | 5 | 3 | 23
5 | -0.4 | 7 | -6 | CSc1ncccc1C(=O)NCCc1ccccc1 | -8 | -0.6 | -4 | -2 | -10
3 | 1.6 | 5 | 1 | COc1ccc(CNC(=O)c2cc(=O)c3cc(C)ccc3o2)cc1 | 7 | -2.6 | -9 | 2 | ·
21 | -2.6 | 7 | -5 | COc1cc(C(=O)N/N=C(\c2ccccc2)c2ccccn2)cc(OC)c1OC | -8 | -4.9 | -5 | -6 | -21
19 | -0.8 | 0 | -13 | Cn1c(COc2ccc(Cl)cc2)nnc1SCC(=O)Nc1ccc2c(c1)CCC2 | 0 | 0.0 | -4 | 6 | -16
1 | · | 4 | · | COc1ccccc1OCC(O)CN1C(=O)NC(C)(C)C1=O (stereo unspecified) | · | · | -1 | 1 | 5
7 | -0.2 | -3 | -11 | Cc1ccc(Nc2nc(N)nc(CSc3nnc(-c4ccncc4)o3)n2)cc1 | -8 | -6.0 | 2 | 1 | 16
2 | -2.0 | · | 1 | O=C1COc2ccc(N3C(=O)C=CC3=O)cc2N1 | -6 | -0.9 | -18 | -3 | 2
14 | 1.4 | 6 | -11 | CC1CN(C)C(C)c2c1oc1ccc([N+](=O)[O-])cc21 (stereo unspecified) | 5 | 0.1 | -24 | 4 | 23
16 | -4.4 | -2 | -17 | Cc1oc2ccc(OCc3c(F)cccc3Cl)cc2c1C(=O)O | -6 | -1.5 | -10 | 0 | 16
-25 | -3.5 | 2 | -6 | CC(C)S(=O)(=O)c1cnc(N2CCOCC2)nc1N | -9 | -2.1 | -5 | 5 | 27
· | -3.2 | -7 | 4 | COc1ccc(CNc2ccc([N+](=O)[O-])cc2C)cc1 | -7 | -3.2 | -9 | 5 | 24
